Screening results deposited in PubChem BioAssay by National Center for Advancing Translational Sciences (NCATS).
PTHR1 ag: qHTS for PTHR1 Agonists: Primary Screen; Parathyroid hormone/parathyroid hormone-related peptide receptor (Homo sapiens), Q03431; HEK293 GP2 PTHR1 cells, GloSensor cAMP luminescence, 1 h; Potency, µM (titrated, usually from 115 µM), for the others: top-dose activation, usual class: activators; 0.075% of 410,000 active; AID 743266, 2014; note: potency is the fitted concentration of half-maximal effect; nearly all actives have a fitted effect of over 55% in size; some results filed as inactive show a strong effect at the top dose; inactives centre near -15; many of its hits are not listed in these tables
Target sequence (Q03431 whole entry, looked up): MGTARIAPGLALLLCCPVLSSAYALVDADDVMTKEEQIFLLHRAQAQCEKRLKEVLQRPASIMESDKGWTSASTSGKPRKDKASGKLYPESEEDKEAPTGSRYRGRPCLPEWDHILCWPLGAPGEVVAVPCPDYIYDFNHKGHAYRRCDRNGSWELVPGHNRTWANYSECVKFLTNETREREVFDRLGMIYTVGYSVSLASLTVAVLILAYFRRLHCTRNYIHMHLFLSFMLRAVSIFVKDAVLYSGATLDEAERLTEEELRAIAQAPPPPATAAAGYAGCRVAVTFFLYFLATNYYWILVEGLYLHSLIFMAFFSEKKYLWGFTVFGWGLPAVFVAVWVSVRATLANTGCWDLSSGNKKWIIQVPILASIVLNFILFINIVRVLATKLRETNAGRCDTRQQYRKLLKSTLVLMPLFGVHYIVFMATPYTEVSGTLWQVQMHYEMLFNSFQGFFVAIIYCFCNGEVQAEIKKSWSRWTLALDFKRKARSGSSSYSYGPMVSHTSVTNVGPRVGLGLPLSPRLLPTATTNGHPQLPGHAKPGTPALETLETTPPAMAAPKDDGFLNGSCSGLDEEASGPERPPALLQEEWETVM
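HEK-293-derived GP2 cells expressing PTHR1 and a GloSensor cAMP reporter, 3,000/well, plated overnight, given luciferin plus IBMX (each 0.5 mM as added) for 1 h at 37 °C, then compound for 1 h at 37 °C. Luminescence was read after 15 min at room temperature.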
MmCpn inh: Inhibitors of TCP-1 ring complex (TRiC) of Methanococcus maripaludis (MmCpn): qHTS | purified Mm-Cpn ATPase, ADP Transcreener TR-FRET | Potency, µM (doses to about 76.9 µM), inactives show top-dose activity, negative = inhibition, actives largely listed as inhibitors | 0.031% of 330,000 active | AID 504842, 2011; note: potency is the fitted concentration of half-maximal effect; % is set by controls: 0 for no effect and ±100 for the full control effect; nearly all actives have a fitted effect of over 80% in size
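Purified archaeal chaperonin (25 nM final) was preincubated with compound for 10 min at 37°C, then ATP (10 uM final) was added for 30 min at 37°C in Tris pH 7.4/KCl/MgCl2/DTT buffer. ADP was quantified by HTRF Transcreener TR-FRET.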
Akt phos inh: HTS Assay for Inhibitors of Akt Phophorylation: Primary Screen; Neuro2A IGF-stimulated pAkt S473 HTRF, 20 min; stronger effect = lower value; activity change, % for hits at 50 µM; 0.32% of 360,000 active; AID 651550, 2012; in the data active = activity change below about -80%; inconclusive = mostly about -51% to -80%; note: % is set by controls: 0 for no effect and ±100 for the full control effect
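Single-point screen (50 µM final compound) in Neuro2A cells stimulated 20 min with 6 nM IGF at 37 deg C. After lysis, Ser473-phosphorylated Akt read by HTRF (ex 330 nm, em 615/665 nm) as the 665/615 ratio.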
TDP-43 yeast inh: qHTS of TDP-43 Inhibitors; 1.8% of 410,000 active; Potency, µM (titrated, usually from 46.1 µM), without a hit: top-dose growth rescue (activation), hits mostly activators; TDP-43 expressing yeast growth rescue, BacTiter-Glo, 24 h; note: potency is the fitted concentration of half-maximal effect; % of control where 0% means no effect; nearly all actives have a fitted effect of over 50% in size
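Yeast expressing TDP-43 (pregrown in raffinose, seeded at OD600=0.02 in galactose medium) exposed to compounds 24 hr at 30 deg C. Growth read by BacTiter-Glo luminescence; rescue of toxicity appears as increased signal.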
GLP1R cytotox: qHTS of GLP-1 Receptor Inverse Agonists: Cytotox Screen; HEK293 cAMP-luciferase reporter cells, luminescence, 24 h; Potency, µM (doses to about 38.3 µM), for inactives: at the top dose activity change, negative = inhibition, usual class: inhibitors; 0.13% of 410,000 active; AID 624418, 2012;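 note: loss of luciferase light is scored as toxicity; potency is the fitted concentration of half-maximal effect; % is set by controls: 0 for no effect and ±100 for the full control effect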
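MLSMR compounds, 24 hr on cells at 37 deg C/5% CO2; luminescence after luciferase reagent (12 min RT). Inhibition counted as the undesired cytotoxic outcome.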
Abeta yeast res: qHTS for compounds that reverse cellular toxicity of Amyloid beta (A-beta) peptide in yeast: Primary Screen | yeast expressing A-beta42, growth rescue, OD600, 48 h; response scale: 0% DMSO, 100% iron-clioquinol control | Potency, µM (highest dose often 46.1 µM), for the others: at the highest dose growth rescue, hits mostly activators | 0.063% of 410,000 active; note: potency is the fitted concentration of half-maximal effect; nearly all actives have a fitted effect of over 55% in size
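Yeast A-beta toxicity model in growth medium with pinned compounds, 48 h at 30 C; growth read as absorbance at 600 nm. Normalized to FeCl3/clioquinol equimolar mix (positive) and DMSO (negative).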
GLP-1R inv ag: qHTS of GLP-1 Receptor Inverse Agonists (Inhibition Mode). Glucagon-like peptide 1 receptor (Homo sapiens), P43220. HEK293 GLP-1R CRE-luciferase, luminescence, 24 h; GLP-1R form is constitutively active. Potency, µM (top dose mostly 38.3 µM), inactives show top-dose activity change, negative = inhibition, actives largely listed as inhibitors. 1.6% of 410,000 active. AID 624417, 2012; note: potency is the fitted concentration of half-maximal effect; % is set by controls: 0 for no effect and ±100 for the full control effect; nearly all actives have a fitted effect of over 55% in size
Target sequence (P43220 whole entry, looked up): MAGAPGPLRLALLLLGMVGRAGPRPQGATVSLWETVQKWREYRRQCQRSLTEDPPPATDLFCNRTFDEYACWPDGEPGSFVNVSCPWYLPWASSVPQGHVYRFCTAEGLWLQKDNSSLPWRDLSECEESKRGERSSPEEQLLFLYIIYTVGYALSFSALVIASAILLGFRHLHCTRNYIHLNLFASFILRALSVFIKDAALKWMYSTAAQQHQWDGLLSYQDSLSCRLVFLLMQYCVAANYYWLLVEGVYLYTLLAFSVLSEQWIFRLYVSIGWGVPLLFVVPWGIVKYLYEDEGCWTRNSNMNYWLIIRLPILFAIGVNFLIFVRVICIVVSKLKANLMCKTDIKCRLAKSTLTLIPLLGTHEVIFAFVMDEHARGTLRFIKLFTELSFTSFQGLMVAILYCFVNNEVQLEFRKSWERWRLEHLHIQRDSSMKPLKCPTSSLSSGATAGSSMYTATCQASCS
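Readout was luciferase luminescence, measured 12 min after detection reagent at room temperature. Beforehand, GLP-1R reporter HEK293 cells had sat 12 h, then received compounds for 24 hr at 37 deg C.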
aSyn yeast inh: qHTS of alpha-syn Inhibitors; Yeast expressing alpha-synuclein, growth rescue, BacTiter-Glo, 24 h; Potency, µM (top dose mostly 46.1 µM), for the others: at the top dose growth rescue (activation), most hits filed as activators; 0.14% of 370,000 active; AID 652106, 2013; note: potency is the fitted concentration of half-maximal effect; % of control where 0% means no effect; nearly all actives have a fitted effect of over 65% in size
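Galactose-induced alpha-syn yeast (OD600=0.02, raffinose-pregrown) + pinned cpd, 24 hr, 30 deg C; growth by BacTiter-Glo luminescence. Growth restoration scores as activation.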
FUS suppressor: qHTS for Suppressors of FUS Proteinopathy: Primary screen using FUS-linked yeast assay; S. cerevisiae FUS-expressing, growth rescue, OD600, 24 h; 0.24% of 390,000 active; AID 1347120, 2019; Potency, µM (titrated, usually from 76.6 µM), for the others: at the highest dose growth rescue (activation), hits mostly activators;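 note: potency is the fitted concentration of half-maximal effect; plate controls were DMSO vehicle for no effect and reference control for full effect; nearly all actives have a fitted effect of over 55% in size; some results filed as inactive show a strong effect at the top dose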
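Read-out: OD at 600 nm after 24hr at 30C, reporting rescue of FUS-induced yeast toxicity. Cells at OD 0.005 in galactose (2%) minimal medium; compounds tested in a dilution series; CP55940 titration from 92uM final as control.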
* marks the source's active call; other numbers are inactive results; i = inactive; ? = inconclusive; · = not tested or not shown; & = joins results of further samples; [ ] = remark or other dose. Unless noted, calls come from the whole dose curve; as a rule, active = well fitted curve in the direction sought with a large enough effect; inconclusive = small, poorly fitted or top-dose-only effect, or another doubt; inactive = no such curve, though single readings can be large; an effect the other way counts as inactive or inconclusive. These rows are one share of the data; the hit share may differ from the screen's.

Values run as follows: PTHR1 ag, MmCpn inh, Akt phos inh, TDP-43 yeast inh, GLP1R cytotox, Abeta yeast res, GLP-1R inv ag, aSyn yeast inh, FUS suppressor
> O=C(CSc1nc(Nc2ccccc2)nc(N2CCOCC2)n1)Nc1ccc2c(c1)OCCO2
→ -14%[57.5 µM], 0%, i, -11%, -12%, 10%, -11%, 2%, 27%
> CC(NC(=O)c1ccc2c(=O)n3c(nc2c1)CCCCC3)c1ccccc1 (stereo not given)
→ i, 2%, i, -19%, 14%, -6%, 13%, 0%, 11%
> CCN1CCN(CC(=O)Nc2ccc3c(c2)OCCO3)C(=O)C1=O
→ -16%, 1%, i, 20%, 12%, 4%, 14%, -3%, 6%
> O=C(Cn1nnc(-c2ccc(F)cc2)n1)Nc1cccc(S(=O)(=O)N2CCCC2)c1
→ -24%, 0%, i, 28%, -15%, 0%, ?, -1%, ?
> Cc1ccc(-n2cc(CNCCc3cscn3)c(-c3ccc(F)cc3)n2)cc1
→ i, 1%, i, 0%[9.22 µM], ?, 11%, ?, -3%, 48%
> COc1ccc(C(=O)OCN2C(=O)c3ccccc3C2=O)cc1
→ i, 0%, i, 10µM*, -2%, 21%, 32%[activator], ?, 10%
> O=C1NC2(CCCCC2)CO1
→ -12%, 4%, i, 16%, 1%, 10%, 15%, 1%, -34%
> COc1ccc(CCN(C(=O)c2ccco2)C(C(=O)NC2CCCC2)c2ccncc2)cc1OC (stereo not given)
→ i, -3%, i, -20%[0.397 µM], -24%, 5%, 7%, 6%, 16%
> O=C(O)Cn1cc(/C=c2/sc3nc4ccccc4n3c2=O)c2ccccc21
→ -55%[inhibitor], -3%, i, 15%, -5%, 2%, 12%, -7%, 14%
> CNS(=O)(=O)c1cnccc1N1CCN(c2cccc(Cl)c2)CC1
→ i, ·, i, -13%, -6%, 1%, -23%, 2%, 1%
> CCOC(=O)c1cc(S(=O)(=O)N2CCN(c3ccc(C)cc3C)CC2)[nH]n1
→ i, ·, ·, 14µM*, 2%, 28%, -13%, ·, ?
> Cc1cc(C)nc(NC2=NCCN2C(=S)Nc2c(C)cccc2C)n1
→ -55%[inhibitor], -8%, i, 21%, 1%, 4%, 11%, 0%, -42%
> CC(NC(=O)Cc1ccsc1)c1ccc(S(N)(=O)=O)cc1 (stereo not given)
→ i, -3%, i, 20%, 0%, -13%, -25%, 4%, 8%
> CC(C)Cn1c(SCC#N)nc2ccccc2c1=O
→ i, 1%, i, 15%, 24%, -17%, ?, 0%&1%, -1%
> O=C(C1CCN(S(=O)(=O)c2cccc3cccnc23)CC1)N1CCN(Cc2ccccc2)CC1
→ -37%[inhibitor], ·, i, 8%, 3%, -6%, -1%, 2%, -8%
> CC(=O)C[C@H]1c2ccccc2S(=O)(=O)N1C1CCCCC1
→ -7%, ·, i, -4%, 3%, -18%, 13%, 2%, -7%
> CCc1nc2ccccc2n1CC(O)COc1ccc(NC(C)=O)cc1 (stereo not given)
→ i, -1%, i, 9%, -5%, -2%, -5%, -2%, -1%
> CC(C)(C)C(=O)N(Cc1ccc(Cl)cc1)c1cnccn1
→ -71%[inhibitor], -17%, i, 23%, 2%, 11%, ?, 1%, -22%
> O=C(c1ccco1)N1CCN(C(=O)c2cc3cc([N+](=O)[O-])ccc3oc2=O)CC1
→ -65%[inhibitor], 1%, i, 0%[9.22 µM], ?, -5%, -15%, 10%, 12%
> O=C(CN1CCN(c2ccccc2O)CC1)NC(=O)NCc1ccccc1
→ -2%, 3%, i, 5%, 5%, 1%, ?, ?, -16%
> CCC(Oc1ccccc1)C(=O)Nc1nc2ccccc2[nH]1 (stereo not given)
→ -8%, 1%, i, -4%, -11%, ?, ?, -4%, 23%
> O=C(c1cccc(N2C(=O)C3C4C=CC(C4)C3C2=O)c1)N1CCN(c2ccccc2)CC1 (stereo not given)
→ -7%, 1%, i, 9%, 0%, 15%, -1%, 6%, 16%
> COc1cccc(NC(=O)C2CCN(c3ncccn3)CC2)c1
→ i, 0%, i, 25%, -8%, 18%, 0%, 12%, 1%
> CCOc1ccccc1CNCc1ccc(F)cc1
→ i, 1%, i, -10%, 0%, -6%, -27%, 1%, 5%
> COc1c(C)cccc1C(=O)Nc1ccc(-c2nc3ccccc3s2)c(Cl)c1
→ -34%[inhibitor], ·, ·, ?, 7%, 9%, -2%, ·, -7%
> COC(C(=O)Nc1ccnn1C1CCN(Cc2ccc(CO)o2)CC1)c1ccccc1 (stereo not given)
→ i, 2%, i, 6%, -1%, 0%, 8%, -6%, ·
> CC(C)(C)c1ccc(-c2cnco2)cc1
→ -26%, 1%, i, -5%, -7%, -2%, -11%, -1%, -2%
> Cc1nn(-c2ccccc2)nc1C(=O)NNC(=O)c1ccc(C(F)(F)F)cc1
→ -9%, 2%, i, 3%, -2%, -2%, ?, -1%, 4%
> CCC(CC)C(=O)NCCc1cc2ccc(OC)cc2[nH]c1=O
→ i, -1%, i, -17%, 8%, -9%, 0%, -5%, ·
> Cc1cccc(N2CCN(S(=O)(=O)c3ccc4c(c3)CC(=O)N4C)CC2)c1C
→ -28%&-20%, -5%, ·, 15%&7%, -17%&21%, -7%&-22%, 3%&5%, 3%, 5%&37%
> Cc1ccc(NC(=O)CCc2ccccc2)cc1S(=O)(=O)N1CCOCC1
→ -36%[inhibitor], -3%, i, 18%, 0%, 11%, ?, 4%, ·
> O=C(N/N=C/C(Br)=C\c1ccccc1)c1ccco1
→ -6%, 1%, i, -6%[1.82 µM], -19%, -2%, 138%[activator], 10%, 23%
> CCC(C(=O)NCCCN1CCN(CC)CC1)n1nc(C)n2c(cc3occc32)c1=O (stereo not given)
→ i, -3%, i, 3%, -11%, -2%, -9%, 3%, -12%
> CC(C)(C)NCC(O)c1cc(O)cc(O)c1 (stereo not given)
→ ?, -1%[15.4 µM], i, ?, 3%, -2%, 38%, 0%&4%, -17%
> O=C(NCCN1CCC(n2c(=O)[nH]c3ccccc32)CC1)c1ccccc1C(F)(F)F
→ -42%[inhibitor], ·, i, 24%, -2%, -5%, -4%, -1%, -1%
> CCc1ccccc1NC(=O)C1CCCN(S(=O)(=O)c2ccc3[nH]c(=O)ccc3c2)C1 (stereo not given)
→ 5%, ·, ·, 21%, 0%, -12%, 13%, ·, 6%
> NC(=O)c1ccsc1NC(=O)COC(=O)CCc1ccccc1
→ -89%[inhibitor], ·, i, -1%, -8%, -28%, 4%, -25%, 5%
> C[C@H](NC(=O)c1ccco1)C(=O)Nc1nnc(SCc2ccccc2)s1
→ -9%, 2%, i, 14%, -15%, -1%, -6%, ?, 5%
> O=C(NCc1nc(-c2ccccc2)cs1)c1ccccc1
→ -19%, 1%, i, 14%[9.22 µM], -1%[7.66 µM], -5%, 0%[7.66 µM], -7%, 22%
> COc1ccc(-c2nc(C#N)c(NCC3CCCO3)o2)cc1OC (stereo not given)
→ -5%[57.5 µM], -6%, i, -12%, -2%, 3%, 149%[activator], 7%, 19%
> COC(=O)c1ccc(-c2noc(CN3CCCC(CNC(C)=O)C3)n2)cc1 (stereo not given)
→ -4%, 0%, i, 8%, -7%, 4%, 14%, 0%, -5%
> Cc1ccccc1C(=O)N1CCCC(N2CCN(Cc3ccc4c(c3)OCO4)CC2)C1 (stereo not given)
→ 0%, -4%, i, -1%, 5%, 0%, -16%, -1%, 12%
> COc1cccc(CN2CC(C(=O)N3CCCCCCC3)CCC2=O)c1 (stereo not given)
→ i, -4%, i, 10%, -7%, 4%, 2%, 6%, -2%
> CCOC(=O)C1=C(C)NC(=S)NC1c1ccc(-c2ccc(Cl)cc2)o1 (stereo not given)
→ -37%[inhibitor], -23%, i, ?, ?, 24%, ?, 1%, ·
> Cc1ccccc1-n1nnnc1SCC(=O)c1c(N)n(C)c(=O)n(C)c1=O
→ i, -4%, i, -8%, -3%, 8%, 13%, 1%, -25%
> COc1ccc(CC(=O)Nc2ccc(-c3noc(COc4ccccc4C)n3)cc2)cc1
→ i, 0%, i, -2%, -7%, 20%, -23%, 4%, -18%
> Cc1sc2ncn(CC(=O)NCCCN3CCC(C)CC3)c(=O)c2c1S(=O)(=O)N1CCC(C)CC1
→ i, -1%, i, -6%, -1%, -3%, -12%, 0%, 0%
> Cc1ccc(-c2nc3cc(Cl)ccc3o2)cc1NC(=O)c1cc([N+](=O)[O-])ccc1N1CCOCC1
→ -29%, ·, ·, 4%, 1%, -4%, 3%, ·, -4%
> COc1cc2nc(N(CCCN(C)C)C(=O)c3ccc(S(=O)(=O)N(C)C4CCCCC4)cc3)sc2cc1OC
→ i, 0%, i, 0%, ?, 6%, ?, 4%, 25%
